From PubChem BioAssay
Pol iota inh – blocks human DNA polymerase iota activity | actives 1% (n = 390,000) | Pol iota fluorescent replication assay, 10 min | Potency, µM (doses to about 115 µM), inactives show top-dose activity, negative = inhibition, usual class: inhibitors | Q9UNA4 | AID 588590; also: potency is read from the fitted curve at half-maximal effect
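Pol iota at 10 nM preincubated 15 min with compounds at room temperature; reaction started with fluorescent substrate, 50 nM final. Fluorescence read kinetically at 0 and 10 min; buffer-only wells as negative control.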
Pol beta inh – inhibitors of human DNA polymerase beta; actives 1.3% (n = 340,000); AID 485314; Pol beta primer extension/strand displacement, fluorescence kinetic; Potency, µM (doses to about 114 µM), without a hit: at the highest dose activity change, negative = inhibition, usual class: inhibitors; also: potency is read from the fitted curve at half-maximal effect; % is scaled to controls: 0 for no effect and ±100 for the full control effect
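Homogeneous kinetic assay of primer extension and strand displacement by 10 nM Pol beta, preincubated 15 min at room temperature with compound before 50 nM substrate (final) was added. Read at 0 and 10 min; four-parameter Hill fit.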
Pol kappa inh – inhibitors of human DNA polymerase kappa; Potency, µM (doses to about 107 µM), inactives show top-dose activity, negative = inhibition, usual class: inhibitors; Q9UBT6; actives 0.53% (n = 400,000); purified Pol kappa, fluorescent DNA synthesis assay, 10 min; also: potency is read from the fitted curve at half-maximal effect; % is scaled to controls: 0 for no effect and ±100 for the full control effect
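Here, compound and 10 nM enzyme are combined for 15 min at room temperature; adding 50 nM substrate (final) starts DNA synthesis, tracked by fluorescence at 0 and 10 min against buffer-only wells.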
BLM inh – Bloom syndrome helicase (human) inhibition; P54132; recombinant BLM DNA unwinding, fluorescence dequenching; Potency, µM (highest dose often 56.1 µM), inactives show at the top dose activity change, negative = inhibition, hits mostly inhibitors; actives 0.2% (n = 350,000); AID 2528;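 also: potency is read from the fitted curve at half-maximal effect; plate controls were vehicle for no effect and no enzyme for full effect; nearly all actives have a fitted effect of over 35% in size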
APEX1 inh – blocks human APE1 abasic DNA cleavage; P27695; recombinant APE1, TAMRA/BHQ-2 abasic DNA cleavage fluorescence; Potency, µM (top dose mostly 65.8 µM), for the others: top-dose activity change, negative = inhibition, actives largely listed as inhibitors; actives 0.35% (n = 350,000); AID 2517;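 also: potency is read from the fitted curve at half-maximal effect; plate controls were vehicle for no effect and reference inhibitor for full effect; nearly all actives have a fitted effect of over 55% in size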
Target sequence (P27695 whole entry, looked up): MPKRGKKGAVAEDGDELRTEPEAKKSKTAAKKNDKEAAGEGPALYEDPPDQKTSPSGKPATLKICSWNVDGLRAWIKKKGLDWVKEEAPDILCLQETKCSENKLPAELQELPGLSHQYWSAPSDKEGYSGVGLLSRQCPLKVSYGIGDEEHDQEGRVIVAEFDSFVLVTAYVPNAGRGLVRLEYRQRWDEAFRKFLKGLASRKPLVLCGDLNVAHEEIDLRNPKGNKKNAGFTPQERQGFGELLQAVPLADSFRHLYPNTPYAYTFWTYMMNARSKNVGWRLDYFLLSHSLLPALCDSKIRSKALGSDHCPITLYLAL
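APE1 at 0.75 nM preincubated 15 min at room temperature with compound. Reaction then started with 50 nM double-stranded THF-abasic substrate labelled with TAMRA/BHQ-2, and 525/598 nm fluorescence read kinetically. Activity taken as third-minus-first read difference, normalized to DMSO and NSC13755 controls.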
RXFP1 antag – blocks the human relaxin receptor RXFP1 | actives 0.59% (n = 350,000) | activity change, negative = inhibition, % at 57.5 µM | HEK293-RXFP1, relaxin-stimulated cAMP HTRF, 30 min; hits give low values;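 active = activity change of -60% or lower, but not beyond a set lower limit; inconclusive = change between -60% and -40%, or beyond the set limit; inactive = change above -40%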; also: % is scaled to controls: 0 for no effect and ±100 for the full control effect
POLH inh – DNA polymerase eta (human) inhibition; Q9Y253; recombinant Pol eta, fluorescent DNA replication assay; Potency, µM (top dose mostly 114 µM), for the others: at the top dose activity change, negative = inhibition, most hits filed as inhibitors; actives 1.2% (n = 390,000); also: potency is read from the fitted curve at half-maximal effect; % is scaled to controls: 0 for no effect and ±100 for the full control effect
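Fluorescent replication assay: 50 nM final substrate added after a 15 min room-temperature compound preincubation with 10 nM enzyme. Signal taken at 0 min and again at 10 min.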
Anesthetic bind – binds horse apoferritin like a general anesthetic; P02791; actives 0.074% (n = 350,000); Potency, µM (series often up to 77.5 µM), for inactives: top-dose activity change, negative = displacement, most hits filed as inhibitors; apoferritin/1-aminoanthracene competitive binding, fluorescence; also: potency is read from the fitted curve at half-maximal effect; % is scaled to controls: 0 for no effect and ±100 for the full control effect; nearly all actives have a fitted effect of over 20% in size
Target sequence (P02791 2-175 limits assumed): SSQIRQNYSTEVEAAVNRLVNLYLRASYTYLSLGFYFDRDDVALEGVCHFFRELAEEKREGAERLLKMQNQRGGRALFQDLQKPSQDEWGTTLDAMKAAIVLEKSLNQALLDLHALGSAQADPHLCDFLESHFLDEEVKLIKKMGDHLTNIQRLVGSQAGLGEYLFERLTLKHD
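Probe: 1-aminoanthracene (50% saturated, PBS). Protein: horse-spleen apoferritin, 10 uM. Incubation: 10 min, room temperature. Detection: 380 nm excitation, 535 nm emission. Analysis: normalized response, four-parameter Hill.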
PGK inhibitor – blocks T. brucei phosphoglycerate kinase; P07378; PGK/GAPDH coupled, Kinase-Glo luminescence, 60 min; Potency, µM (series often up to 57.5 µM), for inactives: top-dose activity change, negative = inhibition, usual class: inhibitors; actives 0.043% (n = 380,000); AID 602233; also: potency is read from the fitted curve at half-maximal effect; % is scaled to controls: 0 for no effect and ±100 for the full control effect; nearly all actives have a fitted effect of over 60% in size
Target sequence (P07378 whole entry, looked up): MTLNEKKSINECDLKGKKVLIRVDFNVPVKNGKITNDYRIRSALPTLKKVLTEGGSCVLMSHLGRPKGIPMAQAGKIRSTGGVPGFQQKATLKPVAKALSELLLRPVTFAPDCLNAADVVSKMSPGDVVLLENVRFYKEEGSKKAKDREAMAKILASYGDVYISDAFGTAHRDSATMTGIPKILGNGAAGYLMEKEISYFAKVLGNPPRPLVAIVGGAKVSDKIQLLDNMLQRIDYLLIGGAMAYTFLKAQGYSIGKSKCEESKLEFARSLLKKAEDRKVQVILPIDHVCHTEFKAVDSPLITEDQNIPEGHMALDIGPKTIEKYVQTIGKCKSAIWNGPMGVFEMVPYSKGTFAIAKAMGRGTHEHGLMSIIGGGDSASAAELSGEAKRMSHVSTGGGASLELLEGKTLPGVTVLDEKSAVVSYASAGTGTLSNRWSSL
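Recombinant glycosomal PGK reaction used 1,3-bisphosphoglycerate generated in-well by GAPDH (100nM final) in 100mM TEA pH 7.6, 5mM MgCl2, 0.01% Tween-20. After 60 minutes at room temperature, ATP was read by Kinase-Glo Plus luminescence end-point.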
Active calls of the source: *; i = inactive; ? = inconclusive; . = not tested or not shown; & = joins results of further samples; [ ] = remark or other dose. Unless noted, calls follow the shape of the dose curve; as a rule, active = well fitted curve in the direction sought with a large enough effect; inconclusive = small, poorly fitted or top-dose-only effect, or another doubt; inactive = no such curve, though single readings can be large; an effect the other way counts as inactive or inconclusive. A portion of the library, so the mix of outcomes need not match the whole.

Sequence of screens: Pol iota inh | Pol beta inh | Pol kappa inh | BLM inh | APEX1 inh | RXFP1 antag | POLH inh | Anesthetic bind | PGK inhibitor
> O=C(c1ccc(N2CCOCC2)nc1)N1CCOCC1
 : 13% | -1% | -5% | -4% | -2% | -11 | 4% | -14% | 8%[11.5 µM]
> FC(F)(F)c1ccccc1-c1nc(-c2ccncc2)no1
 : 127%[activator] | 17% | -10% | -3% | -13% | -6 | -6% | -5% | 11%
> CC1C(=O)N(S(=O)(=O)c2ccc([N+](=O)[O-])cc2)[C@H]1c1ccc2ccccc2c1 (stereo partly drawn)
 : ? | . | 0% | -13% | -9% | . | . | -4% | .
> O=C(COC(=O)c1ccc([N+](=O)[O-])o1)Nc1ncc(Cl)cc1Cl
 : ? | . | -24% | . | -29% | -2 | 22µM* | . | -5%
> NC(=O)CN1CCCC1c1ccc2c(c1)OCCO2 (stereo not drawn)
 : 36%[activator] | 27% | 9% | -2% | 20% | -8 | -6% | -9% | -5%
> COc1ccc2nc(N(Cc3cccnc3)C(=O)C3COc4ccccc4O3)sc2c1 (stereo not drawn)
 : -11% | -1% | -6%[60.1 µM] | 3% | . | -11 | -24% | ? | i
> O=C(c1ccc(Cl)s1)N1CCc2ccccc21
 : 13% | ? | -7% | -1% | -2% | 1 | -19% | -2% | 2%
> O=C(CSc1nn(-c2ccc(Cl)cc2)c(=S)s1)NCC1CCCO1 (stereo not drawn)
 : 22% | -1% | 4% | -5% | -1% | -21 | 3% | -14% | 10%
> COc1c(O)cc2oc(-c3ccc(O)cc3)cc(=O)c2c1O
 : -7% | ? | ? | -15%&1% | ? | . | -8% | -19%&0% | -2%
> Cc1ccc(CS(=O)(=O)Cc2ccc(C(=O)NCCc3ccccc3)o2)cc1
 : 0% | 14% | 2% | -1% | -5% | 10 | -7% | -12% | 10%
> CC(=O)N/C(=C\c1cccc([N+](=O)[O-])c1)C(=O)NC(C)C
 : 12% | 5% | -21% | 1% | -8% | 0 | -16% | -8% | -4%
> COc1ccc2cc(S(=O)(=O)c3ccccc3F)c(=O)oc2c1
 : -6% | 39% | -2% | -4% | . | . | -3% | -5% | -3%
> O=C(c1cccc(F)c1)N1CCN(Cc2cccc(Br)c2)CC1
 : 27% | 12% | -1% | -5% | 14% | -3 | -23% | -4% | -7%
> COc1ccc(NC(=O)C2CCN(S(C)(=O)=O)CC2)cc1OC
 : -18% | -9% | -6% | -5% | 12% | 3 | -10% | 2% | -1%
> Cc1ccc(NC(=O)c2c(C(F)(F)F)nn(C)c2SCc2ccc(Cl)cc2)cc1C
 : ? | 1% | -29% | -9% | ? | 11 | -21% | -12% | -3%

Rewritten with bars between the fields: entries from further up.
molecule | Pol iota inh | Pol beta inh | Pol kappa inh | BLM inh | APEX1 inh | RXFP1 antag | POLH inh | Anesthetic bind | PGK inhibitor
Cc1ccc(CS(=O)(=O)Cc2ccc(C(=O)NCCc3ccccc3)o2)cc1 | 0% | 14% | 2% | -1% | -5% | 10 | -7% | -12% | 10%
COc1ccc(NC(=O)C2CCN(S(C)(=O)=O)CC2)cc1OC | -18% | -9% | -6% | -5% | 12% | 3 | -10% | 2% | -1%

(further entries)
Sequence of screens: Pol iota inh | Pol beta inh | Pol kappa inh | BLM inh | APEX1 inh | RXFP1 antag | POLH inh | Anesthetic bind | PGK inhibitor
> CCc1cc(-c2n[nH]c(C)c2-c2ccccc2Cl)c(O)cc1OC
 : 89µM* | 5% | 0% | -17% | 25% | -3 | -16% | -20% | -3%
> CCOc1ccccc1OC(=O)c1ccco1
 : -5% | 40% | -16% | 0% | -6% | 5 | 5% | -12% | -1%
> CCOc1nc(N=C(N)N)nc2c(C)cccc12
 : -4% | 111% | 8% | 65%[activator] | ? | -12 | 8% | -3% | -5%
> Cc1ccc2oc(-c3cccc(NC(=O)c4cc(-n5cnnc5)ccc4Cl)c3)nc2c1
 : ? | ? | -2% | -16% | 0% | -8 | 1% | -5% | i
> CC(O)(CS(=O)(=O)Cc1ccccc1)C(=O)Nc1cccc(C(F)(F)F)c1 (stereo not drawn)
 : 30% | 3% | -8% | -3% | -2% | 5 | -21% | -18% | 0%
> COc1ccc2c(c1)C1(C)CC(C)(C)N2C(=O)N1c1ccccc1 (stereo not drawn)
 : 25% | -19% | -9% | -6% | 20% | -11 | -19% | ? | 3%
> CCOC(=O)Cn1c(=O)c2c(nc3n2CCN3Cc2ccccc2)n(C)c1=O
 : 12% | 20% | -5% | -4% | 14% | 1 | -8% | -10% | 5%
> COc1ccc(C2=NS(=O)(=O)N(C)C(C(=O)Nc3ccc4c(c3)OCO4)=C2)cc1OC
 : 5% | 9% | -16% | -10% | 51%[activator] | . | 1% | ? | -8%
> Cc1ccc(NC2CC(C)NC(=S)N2)cc1 (stereo not drawn)
 : 158%[activator] | -7% | 3% | 0% | -1% | -13 | -19% | 2% | i
> CC(C)Cn1c(O)c(/C=C2\C=NN=C2c2ccccc2)sc1=S
 : 5% | 6% | -20% | -11% | -1% | -6 | -19% | ? | i
> CCn1c(SCC(=O)NC2CCCCC2)nc2ccccc2c1=O
 : -11% | 2% | -20% | -2% | 14% | 5 | -17% | -4% | -4%
> CCN1CCN(c2cc(C)c3cc(NC(=O)c4cc(Br)ccc4Cl)ccc3n2)CC1
 : 81%[activator] | 4% | -23% | 3% | . | -26 | -25% | 11% | -5%
> O=C1CCCC2=C1C1(CCCC1)N=C(Nc1nc3ccccc3s1)N2
 : -10% | 5% | 3% | -11% | -5% | -10 | -4% | -5% | i
> COc1ccc(CC(=O)NNC(=O)c2ccc(NC(C)=O)cc2)cc1
 : 43%[activator] | 7% | 3% | 1% | 3% | -17 | -22% | -3% | i
> Cc1cc(C)n2nc(SCc3cccc(S(=O)(=O)N(C)C)c3)nc2n1
 : 148%[activator] | -19% | 4% | -2% | 55%[activator] | -4 | -6% | -2% | -2%

Arranged by SMILES length (descending): some entries from above.
Sequence of screens: Pol iota inh | Pol beta inh | Pol kappa inh | BLM inh | APEX1 inh | RXFP1 antag | POLH inh | Anesthetic bind | PGK inhibitor
> O=C(COC(=O)c1ccc([N+](=O)[O-])o1)Nc1ncc(Cl)cc1Cl
 : ? | . | -24% | . | -29% | -2 | 22µM* | . | -5%
> CCOC(=O)Cn1c(=O)c2c(nc3n2CCN3Cc2ccccc2)n(C)c1=O
 : 12% | 20% | -5% | -4% | 14% | 1 | -8% | -10% | 5%
> O=C(CSc1nn(-c2ccc(Cl)cc2)c(=S)s1)NCC1CCCO1 (stereo not drawn)
 : 22% | -1% | 4% | -5% | -1% | -21 | 3% | -14% | 10%
> CCOc1nc(N=C(N)N)nc2c(C)cccc12
 : -4% | 111% | 8% | 65%[activator] | ? | -12 | 8% | -3% | -5%

(next part)
Short keys – A = Pol iota inh; B = Pol beta inh; C = Pol kappa inh; D = BLM inh; E = APEX1 inh; F = RXFP1 antag; G = POLH inh; H = Anesthetic bind; I = PGK inhibitor
O=C1CCC(C(=O)OCC(=O)N2N=C3/C(=C/c4ccccc4)CCCC3C2c2ccccc2)N1 (stereo not drawn)
  A = 12%; B = 1%; C = -14%; D = -7%; E = -5%; F = ?; G = -22%; H = -21%; I = -7%

c1ccc(C2NCCc3ccccc32)cc1 (stereo not drawn)
  A = 29%; B = 21%; C = -1%; D = -5%; E = -3%; F = -6; G = 3%; H = -4%; I = 0%

O=C(CSc1n[nH]c(-c2cccs2)n1)NCc1cccs1
  A = 25%; B = -4%; C = -13%; D = 2%; E = -1%; F = 7; G = -10%; H = -7%; I = -1%

O=C(c1ccc(-n2c(SCc3cccc(F)c3)nc3ccccc3c2=O)cc1)N1CCOCC1
  A = 187%[activator]; B = 2%; C = -4%; D = -3%; E = 4%; F = -16; G = -23%; H = -1%; I = -10%

O=C1Nc2cc(Cl)ccc2C1(N1CCNCC1)C(F)(F)F (stereo not drawn)
  A = 19%; B = 13%; C = -5%; D = -4%; E = 0%; F = 0; G = -13%; H = -5%; I = 3%

COc1cc(OC)cc(C(=O)NC(C(=O)Nc2ccc3nc(C)sc3c2)C(C)C)c1 (stereo not drawn)
  A = 9%; B = .; C = 1%; D = .; E = 4%; F = 2; G = -7%; H = .; I = 2%

COc1ccc(N2CC(C(=O)OCC(=O)NCc3ccccc3)CC2=O)cc1 (stereo not drawn)
  A = 19%; B = -2%; C = -4%; D = -3%; E = 1%; F = -1; G = -3%; H = -12%; I = -3%

Cn1nnnc1SCCNCc1cccnc1
  A = ?; B = 28%; C = -6%; D = -1%; E = 9%; F = -6; G = -8%; H = -9%; I = i

CC1(C)N=C(c2cccs2)C(C)(C)N1O
  A = 0%; B = 0%; C = -5%; D = 2%; E = 1%; F = 12; G = -6%; H = -15%; I = i

Cc1cccc(NS(=O)(=O)c2ccc(C)c(C(=O)NCc3ccncc3)c2)c1
  A = 18%; B = .; C = -5%; D = .; E = 23%; F = 2; G = -12%; H = .; I = -13%

CCCOC(=O)c1ccc(NC(=O)c2ccoc2C)cc1
  A = 38%[activator]; B = -14%; C = -8%; D = -2%; E = 15%; F = 3; G = -5%; H = 3%; I = -6%

Cc1ccc(S(=O)(=O)N(CC(=O)N2CCOCC2)c2ccccc2F)cc1
  A = 37%[activator]; B = 17%; C = 0%; D = -4%; E = 37%; F = 5; G = -18%; H = -6%; I = -5%

CCOc1cc(C)cc2oc(=O)cc(-c3ccccc3)c12
  A = -11%; B = -1%; C = -12%; D = -8%; E = -5%; F = -10; G = -14%; H = ?; I = .

COc1ccc(NC(=O)CSc2ccccc2)cc1S(=O)(=O)N1CCCCC1
  A = 30%; B = 1%; C = -2%; D = -4%; E = 4%; F = 13; G = -10%; H = -3%; I = -7%
